Screening data deposited in PubChem BioAssay by National Center for Advancing Translational Sciences (NCATS).
AmpC no deterg: AmpC beta-lactamase inhibition without detergent. P00811. AmpC nitrocefin hydrolysis, absorbance 480 nm, 0.0001% Triton. Potency, µM (series often up to 57.1 µM), for inactives: top-dose activity change, negative = inhibition, hits mostly inhibitors. actives 0.52% (n = 330,000);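 further: potency means the concentration at half of the fitted maximal effect; plate controls were no compound for no effect and no enzyme for full effect; nearly all actives have a fitted effect of over 20% in size; some results filed as inactive show a strong effect at the top dose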
Target sequence (P00811 whole entry, looked up): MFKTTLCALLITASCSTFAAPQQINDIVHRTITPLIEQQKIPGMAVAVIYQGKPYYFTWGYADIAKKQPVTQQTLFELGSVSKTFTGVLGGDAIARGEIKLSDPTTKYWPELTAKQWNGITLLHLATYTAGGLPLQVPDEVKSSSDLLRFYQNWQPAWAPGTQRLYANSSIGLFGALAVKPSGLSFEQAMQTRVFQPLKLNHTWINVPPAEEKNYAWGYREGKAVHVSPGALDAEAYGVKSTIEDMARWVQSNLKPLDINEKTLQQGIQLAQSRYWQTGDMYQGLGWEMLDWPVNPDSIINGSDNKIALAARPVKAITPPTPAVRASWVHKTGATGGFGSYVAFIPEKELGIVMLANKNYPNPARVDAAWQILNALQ
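AmpC (5.3 nM in the dispensed reagent) in 20 mM phosphate pH 7.0 with 0.01% (detergent screen) or 0.0001% Triton X-100 was preincubated with compounds for 15 min at room temperature. Nitrocefin was then added from an 800 uM solution, and hydrolysis was followed at 480 nm.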
FBPA Giardia inh: blocks Giardia fructose-bisphosphate aldolase activity | A8B2U2 | purified Giardia FBPA | Potency, µM (series often up to 59.6 µM), for the others: top-dose activity, negative = inhibition, most hits filed as inhibitors | actives 0.71% (n = 290,000) | AID 2451; further: potency means the concentration at half of the fitted maximal effect; on the % scale 0 is the no-effect control and ±100 the full control effect; nearly all actives have a fitted effect of over 55% in size
Target sequence (A8B2U2 whole entry, looked up): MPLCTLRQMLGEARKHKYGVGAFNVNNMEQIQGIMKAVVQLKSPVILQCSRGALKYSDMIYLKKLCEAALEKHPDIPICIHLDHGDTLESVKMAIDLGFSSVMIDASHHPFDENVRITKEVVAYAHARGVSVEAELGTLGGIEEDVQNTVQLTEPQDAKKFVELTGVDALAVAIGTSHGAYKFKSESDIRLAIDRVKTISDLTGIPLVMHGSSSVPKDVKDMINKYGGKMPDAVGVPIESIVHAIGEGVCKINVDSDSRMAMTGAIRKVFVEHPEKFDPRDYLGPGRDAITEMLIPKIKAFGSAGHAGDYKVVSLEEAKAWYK
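40 nM FBPA preincubated 10 min at RT with compound (up to 57.5 uM final), then substrate plus GAPDH/TPI/NAD/arsenate coupling and diaphorase/resazurin added. Fluorescence read after 20 min at RT, 525/598 nm.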
HCMV antiviral: inhibitors of human cytomegalovirus; HFF cells, HCMV-luciferase reporter, 72 h; stronger effect = lower value; activity change, negative = inhibition, % at 57.5 µM; actives 4.5% (n = 410,000); AID 1259415; in the data active means activity change below about -60%; inconclusive means no clear call, values can overlap the other calls; inactive means above about -39%; further: on the % scale 0 is the no-effect control and ±100 the full control effect
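Cell-based, HFFs, 1000 cells/well, 16 h 37C; cpds in DMSO + HCMV-luc, MOI 1 PFU/cell; 72 h 37C; OneGlo luminescence after 5 min RT; norm. to buffer vs Salinomycin 10uM.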
Cycloheximide cs: counter-screen hit for Shiga toxin inhibitors, cycloheximide; AID 2314; cell reporter, cycloheximide protein synthesis inhibition counterscreen; actives 12% (n = 300,000); max response, %; in the data active means max response mostly above about 13%, no sharp cut-off; inactive means mostly below about 14%; further: read at 38.3 µM for the half of the compounds with a filed dose; 0% is about no effect
AMA1-RON2 inh: disrupts binding of P. falciparum AMA1 to RON2. Potency, µM (top dose mostly 58.2 µM), without a hit: at the top dose activity change, negative = inhibition, hits mostly inhibitors. AID 720542. actives 0.2% (n = 360,000). AlphaScreen AMA1-biotinylated RON2 peptide binding;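 further: potency means the concentration at half of the fitted maximal effect; 0% = vehicle wells and -100% = peptide control; nearly all actives have a fitted effect of over 45% in size; some results filed as inactive show a strong effect at the top dose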
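AMA1 (3D7) with his tag at 25 nM final met compounds first, then biotinylated RON2 peptide at 25 nM; detection used donor plus acceptor beads, 10 µg/mL apiece, read by AlphaScreen after 30 min at room temperature.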
Shiga toxin inh: Shiga toxin inhibition; Vero cells, Shiga toxin protein synthesis inhibition reporter; inhibition, % at 38.7 µM; actives 9.2% (n = 290,000); in the data active means inhibition mostly above about 28%, no sharp cut-off; inactive means mostly below about 43%; further: 0% is about no effect
AmpC detergent: blocks E. coli AmpC beta-lactamase in detergent assay. P00811. actives 0.041% (n = 370,000). Potency, µM (series often up to 114 µM), without a hit: top-dose activity change, negative = inhibition, hits mostly inhibitors. AmpC hydrolysis of nitrocefin, absorbance 480 nm, 0.01% Triton;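 further: potency means the concentration at half of the fitted maximal effect; 0% = no-compound wells and -100% = no-enzyme wells; nearly all actives have a fitted effect of over 25% in size; some results filed as inactive show a strong effect at the top dose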
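AmpC (5.3 nM in the dispensed reagent) in 20 mM phosphate pH 7.0 with 0.01% (detergent screen) or 0.0001% Triton X-100 was preincubated with compounds for 15 min at room temperature. Nitrocefin was then added from an 800 uM solution, and hydrolysis was followed at 480 nm.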
* marks the source's active call; other numbers are inactive results; ? = inconclusive; · = not tested or not shown; & = joins results of further samples; [ ] = another dose, or the depositor's remark. Unless noted, the call rests on the fitted dose curve; in most records, active means well fitted curve in the direction sought with a large enough effect; inconclusive means small, poorly fitted or top-dose-only effect, or another doubt; inactive means no such curve, though single readings can be large; an effect the other way counts as inactive or inconclusive.

Structure	AmpC no deterg	FBPA Giardia inh	HCMV antiviral	Cycloheximide cs	AMA1-RON2 inh	Shiga toxin inh	AmpC detergent
CCn1c(=O)c(C(=O)NCc2ccc(OC)cc2)c(O)c2ccccc21	-21%	-20%	3	-2	4%	-9	-4%
COC(=O)N1C/C=C\C(c2ccc(OC)cc2)N(Cc2ccc(F)cc2)C(=O)C1 (stereo not drawn)	171%[activator]	-1%&2%	-7	0&-1	69%[activator]	-11&2	-3%
c1ccc2c(CN3CCSCC3)cccc2c1	-5%	-27%	1	4	?	·	1%
c1ccc(CNCC2COc3ccccc3O2)cc1 (stereo not drawn)	-14%	-18%	99	2	-9%	49*	-14%
CCCCn1c(N)c(N(CC)C(=O)c2cnc(C)cn2)c(=O)[nH]c1=O	-19%	·	-5	·	7%	·	-2%
Cc1cccc(NC(=O)CNC(=O)CSc2nnc(C(F)(F)F)n2C)c1C	7%	·	45	·	-25%	·	3%
CCC(C)NC(=S)NNC(=O)c1ccncc1 (stereo not drawn)	-21%	-6%	-22	3	127%[activator]	-13	0%
O=C(NCCN1CCc2ccccc2C1)Nc1ccc([N+](=O)[O-])cc1	-31%	?	6	6	-16%	-11	0%
Cc1cc(NC(=O)c2ccc3c(c2)OCCO3)no1	-17%	7%	·	15	-17%	2	-2%
CCn1c(N2CCN(C(=O)NC3CCCCC3)CC2)nc2ccccc21	-8%	3%	-5	-4	-23%	-3	-6%
CS(=O)(=O)N1CCC(C(=O)Nc2cccc([N+](=O)[O-])c2)CC1	-13%[2.29 µM]	-3%	14	5	2%	9	-1%
O=C1NC(c2ccc(Cl)cc2)Nc2ccccc21 (stereo not drawn)	-10%	-1%	-30	1	4%	1	2%

The results go on.
Structure	AmpC no deterg	FBPA Giardia inh	HCMV antiviral	Cycloheximide cs	AMA1-RON2 inh	Shiga toxin inh	AmpC detergent
CCc1ccc(C(=O)NNc2cc(Cl)cc(Cl)c2)cc1	-50%	6%	-20	10	8%	9	-7%
Cc1sc2c(c1C)C(=O)NC(c1ccccc1F)N2 (stereo not drawn)	-31%	-14%	47	31*	0%	100*	?
C=C(C)c1cccc(C(C)(C)NC(=O)N2CCN(c3ccccc3OC)CC2)c1	163%[activator]	4%	5	-2	-2%	-5	2%
Cn1c(=O)[nH]c(=O)c2c1nc(Br)n2CCCO	-3%	0%	-15	-2	17%	-15	1%
COc1ccc(NC(=S)N2CCC(N(C)CCN3CCOCC3)CC2)cc1	-18%	-4%	-13	-3	-8%	-8	-7%
COc1ccc(S(=O)(=O)N2CCC(C(N)=O)(N3CCCCC3)CC2)cc1OC	-7%	1%	0	-1	13%	-6	-4%
COc1ccccc1/C=C/C(=O)OCc1nc2ccccc2c(=O)[nH]1	-36%	-7%	-21	2	2%	45*	6%
Cc1cccc(NC(=O)CN(C)CC(=O)NC(c2ccccc2)c2ccccc2)c1C	113%[activator]	·	0	·	0%[11.6 µM]	·	2%
COc1cccc(CN2CCNC(=O)C2CC(=O)NCCn2ccc3ccccc32)c1OC (stereo not drawn)	104%[activator]	?	18	8	7%	-11	1%
Cc1cccc(C)c1OCc1nc2ccccc2c(=O)n1/N=C/c1c[nH]c2ccccc12	-11%	-7%	-39	1	-3%	6	-4%
O=C(C1CCN(Cc2ccc(Cl)cc2)CC1)N1CCN(C(c2ccccc2)c2ccccc2)CC1	187%[activator]	-25%	8	-2	?	-6	-4%
CNc1ccccc1-n1ccc(-c2ccccc2)n1	-17%	-4%	20	36*	?	86*	?

The last two entries of the part above come first, to join the parts:
Structure	AmpC no deterg	FBPA Giardia inh	HCMV antiviral	Cycloheximide cs	AMA1-RON2 inh	Shiga toxin inh	AmpC detergent
O=C(C1CCN(Cc2ccc(Cl)cc2)CC1)N1CCN(C(c2ccccc2)c2ccccc2)CC1	187%[activator]	-25%	8	-2	?	-6	-4%
CNc1ccccc1-n1ccc(-c2ccccc2)n1	-17%	-4%	20	36*	?	86*	?
c1ccc2c(N3CCCCC3)nc(N3CCCCC3)nc2c1	-6%	-6%	-38	-4	-4%	-5	-1%
Cc1nn(Cc2ccccc2)c(Cl)c1C(=O)OCc1nnc(-c2ccc(Cl)cc2)o1	-16%	7%	14	-4	59%[activator]	17	-14%
Nc1nc(SCC(=O)Nc2ccc([N+](=O)[O-])cc2)n[nH]1	-19%	3%	?	-3	2%	-8	?
NC(=O)COc1ccccc1	-4%	3%	12	-2	4%	-12	-5%
C/C(=N\NC(=O)c1cc(O)ccc1O)c1cccc(NC(=O)c2cccc(Cl)c2)c1	-39%	·	32	41*	-20%	71*	2%
O=C(CSc1nc2c(cnn2-c2ccc(F)cc2)c(=O)[nH]1)N1CCCCCC1	-16%	3%	-27	-1	-2%	-2	2%
C[C@@H]1C(=O)O[C@H]2CC34[C@H]5C[C@@H](C(C)(C)C)[C@]36[C@@H](OC(=O)[C@@H]6O)O[C@@]4(C(=O)O5)[C@]21O (stereo partly drawn)	9%	·	-3	·	17%	·	-12%
O=C(O)c1ccc(N/N=C/c2ccncc2)cc1	-2%	4µM*	-1	25*	-6%	35*	?
Cc1ccc(C(=O)N/C(=C\Cl)P(=O)(c2ccccc2)c2ccccc2)cc1	-1%	4%	-34	0	5%	-16	?
O=C(OC(C(=O)Nc1cc(Cl)cc(Cl)c1)c1ccccc1)C1=COCCO1 (stereo not drawn)	-43%	-3%	-17	9	0%	3	3%
CCOC(=O)N1CCN(C(=O)c2cn(CC)c3ccc(S(=O)(=O)N(C)C4CCCCC4)cc3c2=O)CC1	187%[activator]	·	0	9	21%	-9	-1%
O=C(NCCN1CCOCC1)c1ccc2c(c1)N(Cc1ccc(F)cc1)C(=O)CS2	45µM*	3%	10	-1	5%	3	?

(continued)
Structure	AmpC no deterg	FBPA Giardia inh	HCMV antiviral	Cycloheximide cs	AMA1-RON2 inh	Shiga toxin inh	AmpC detergent
Nc1nnc(SCn2nnc3ccccc3c2=O)s1	-24%	-1%	10	14	-2%	47*	?
Cc1nn(-c2ccccc2)c2c1C1(C(=O)N(C)c3ccccc31)C(C#N)=C(N)O2 (stereo not drawn)	-18%	?	121	-3	-4%	-6	-4%
CC(C)(C)NC(=O)CN(C(=O)c1snc(C(=O)NC2CCCCC2)c1N)c1ccccc1F	24%	-11%	-24	-2	7%	17	-10%
COC/C=C/C1=CC(=O)C[C@H](c2ccc3c(c2)OCO3)C1	-8%	·	56	·	0%	·	-3%
OC1(CN2CCOCC2)C2CC3CC(C2)CC1C3 (stereo not drawn)	-27%	-4%	-4	2	-11%	-9	1%
Clc1ccc(-c2cn3cc(Br)ccc3n2)cc1Cl	-31%	-16%	111	51*	-3%	103*	?
COC(=O)CCC(=O)OC1(C)C(=O)C2=CN(CCN3CCOCC3)C(c3ccc(OC)cc3)=CC2=C(Br)C1=O (stereo not drawn)	187%[activator]	0.56µM*	·	-3	·	-6	-2%
CCCCC(=O)NC(=S)Nc1cccc(Cl)c1N1CCCCC1	-24%	0%	50	-2	-3%	-15	-11%
CC(OC(=O)c1ccc(-n2cnnn2)cc1)C(=O)NCc1ccccc1 (stereo not drawn)	-11%	·	-25	·	8%	·	-13%
CN(C)c1nc(OCCNC(=O)COc2ccc(Cl)cc2Cl)nc(N2CCOCC2)n1	34%	2%	6	1	2%	12	0%
O=C(/C=C/c1ccccc1F)N1CCN(c2ccccn2)CC1	-11%	·	42	17*	-3%	24	-2%
CC(C)c1c(C(=O)N/N=C/c2ccc(Cl)cc2Cl)nnn1-c1nonc1N	-28%	·	?	-8	-4%	-2	0%

More entries follow.
Structure	AmpC no deterg	FBPA Giardia inh	HCMV antiviral	Cycloheximide cs	AMA1-RON2 inh	Shiga toxin inh	AmpC detergent
Cc1cccc(CCNC(=O)c2nnc(Cc3ccc(Cl)cc3)o2)c1	-14%	-3%	34	-2	-2%	-14	-11%
COc1ccc(-c2cc(C(=O)N3CCCCC3)c3ccccc3n2)cc1OC	81%[activator]	8%	2	13	12%	-1	-6%
CCCCCCCCOc1ccc(C2CC(=O)NC2=O)cc1 (stereo not drawn)	17%	-2%	20	-3	-1%	-4	-16%
Cc1nn(Cc2ccccc2)c(C)c1C(=O)OCC(=O)NC1CCS(=O)(=O)C1 (stereo not drawn)	1%	4%	-31	-3	-4%[11.6 µM]	10	2%
Cc1cc(C(=O)OCC(=O)NCc2ccco2)c(C)n1-c1ccc(F)cc1	-3%	-8%	?	14	-2%	22	-2%
COc1ccc(NC(=O)Nc2ccc3c(c2)CCC3)cc1	-6%	·	·	27*	0%	36*	0%
COc1cc(C2=NOC(C(=O)NC3CCCCC3)C2)cc(OC)c1OC (stereo not drawn)	-1%	1%	27	-2	4%	41	5%
CCCCn1c(N)c(N(CC)C(=O)CSCC(=O)Nc2ccc(OC)cc2)c(=O)[nH]c1=O	81%[activator]	·	3	·	11%	·	?
CCN1CC(CN(C)Cc2cn(-c3cccc(C)c3)nc2-c2cccc(F)c2)CC1=O (stereo not drawn)	175%[activator]	-2%	1	9	-12%	24	11%
COCCC(=O)Nc1ccc2c(c1)CN(C(=O)CCSC)CC2	-4%	-1%	-27	-2	-9%	2	7%
CN(CC(=O)Nc1ccc(F)cc1)C(=O)c1ccc(OCc2cn3ccccc3n2)cc1	6%	·	18	·	10%	·	·
Cc1ccc(-c2nnn(CC(=O)N3c4ccccc4CCc4ccccc43)n2)cc1	-15%	-7%	?	-1	3%	8	?

(continued)
Structure	AmpC no deterg	FBPA Giardia inh	HCMV antiviral	Cycloheximide cs	AMA1-RON2 inh	Shiga toxin inh	AmpC detergent
CCOC(=O)C1C(=O)C=C(Nc2ccccc2F)CC1c1ccccc1 (stereo not drawn)	-15%	2%	24	46*	7%	54*	-2%
Cc1cccc(-n2c(C)cc(/C=N/NC(=O)c3ccc(CN4CCOCC4)cc3)c2C)c1	125%[activator]	1%	8	4	35%[activator]	-4	4%
CCN(C(=O)COC(=O)CNC(=O)c1ccc(F)cc1)C1CCS(=O)(=O)C1 (stereo not drawn)	97%	0%	-22	5	1%	27	0%
Cc1ccc(NC(=O)C2CCCN(S(=O)(=O)c3c(C)noc3C)C2)c(Br)c1 (stereo not drawn)	22%	·	27	-9	0%	-6	-3%
COc1ccc(C2C(C#N)=C(N)Oc3c2oc(CO)cc3=O)cc1 (stereo not drawn)	2%	?	21	-1	8%	5	0%
Cc1ccc(NC(=O)COC(=O)c2nn(C)c(=O)c3ccccc23)cc1F	-15%	·	3	·	0%	·	·
O=C(NCCO)c1cccc2c1-c1ccccc1C2=O	-12%	1%	23	-2	-7%	1	-14%[57.1 µM]
COc1ccc(NCc2nnc(SCC(=O)Nc3ccc(OC)cc3OC)o2)cc1	-9%	-11%	3	-4	-11%	-1	-5%
CCCOc1ccc(N2C(=O)CC(N3CCCC(C(=O)N4CCCC4)C3)C2=O)cc1 (stereo not drawn)	12%	6%	-6	-3	4%	-2	?
O=C(Nc1ccccc1C(=O)NC(Cc1ccc(O)cc1)C(=O)O)c1ccccc1 (stereo not drawn)	-14%	22%	-1	-1	2%	21	-3%
